Source: PubChem
TcdB GH inh: blocks C. difficile toxin B glycohydrolase activity. P18177. TcdB glycohydrolase enzymatic assay, plate reader. inhibition, % at 9.99 µM. actives 0.24% (n = 350,000). AID 652162; in the data active means inhibition above about 10%
* = called active by the depositor; & = joins results of further samples. A portion of the library, so the mix of outcomes need not match the whole.

SMILES	TcdB GH inh
C[C@@H]1CN([C@H](C)CO)C(=O)c2cccc(NC(=O)C3CCCCC3)c2O[C@@H]1CN(C)S(=O)(=O)c1ccccc1	-3.8
CS(=O)(=O)c1cccc(OCCCN2CCC(C(O)(c3ccccc3)c3ccccc3)CC2)c1	0.8
O=C(C[C@H]1C[C@@H]2c3cc(NC(=O)NC4CCCCC4)ccc3O[C@@H]2[C@@H](CO)O1)NCc1ccccn1	0.7
O=C(O)C[C@@H]1C=C[C@@H](NC(=O)Nc2cc(F)ccc2F)[C@@H](CO)O1	-2.2
CCCC#Cc1ccc2c(c1)O[C@@H](CN(C)CCC)[C@@H](C)CN([C@@H](C)CO)S2(=O)=O	0.5
CC(C)NC(=O)Nc1ccc2c(c1)C(=O)N([C@H](C)CO)C[C@@H](C)[C@@H](CN(C)S(C)(=O)=O)O2	-11
CCNC(=O)C[C@H]1CC[C@@H]2[C@@H](COc3ccc(NC(=O)C4CCCCC4)cc3C(=O)N2C)O1	4.1
C[C@@H]1CN([C@H](C)CO)C(=O)Cc2cc(NS(=O)(=O)c3cccs3)ccc2O[C@@H]1CN(C)Cc1ccc(-c2ccccc2)cc1	-1.6
Cc1noc(C)c1S(=O)(=O)Nc1ccc2c(c1)CC(=O)N([C@@H](C)CO)C[C@H](C)[C@@H](CN(C)Cc1ccc(Cl)c(Cl)c1)O2	-0.2
C[C@H](CO)N1C[C@H](C)[C@H](CN(C)S(=O)(=O)c2cn(C)cn2)Oc2ncc(C3=CCCCC3)cc2C1=O	1.1
C[C@H](CO)N1C[C@H](C)[C@@H](CN(C)Cc2ccc(C(F)(F)F)cc2)Oc2ccc(NC(=O)Cn3cnnn3)cc2C1=O	1.0
O=C(C[C@H]1C[C@@H]2c3cc(NS(=O)(=O)c4ccccc4)ccc3O[C@@H]2[C@@H](CO)O1)N1CCCCC1	0.5
CC(C)NC(=O)N(C)C[C@H]1Oc2c(NS(=O)(=O)c3ccccc3)cccc2C(=O)N([C@@H](C)CO)C[C@@H]1C	0.0
C[C@@H]1CN([C@H](C)CO)C(=O)c2cccc(NS(=O)(=O)c3ccccc3)c2O[C@@H]1CN(C)Cc1ccc(Cl)c(Cl)c1	-0.5
Cc1ccc(S(=O)(=O)N(C)C[C@H]2Oc3ccc(NS(=O)(=O)c4ccccc4)cc3C(=O)N([C@H](C)CO)C[C@H]2C)cc1	0.1
COC(=O)C[C@@H]1CC[C@@H]2[C@@H](COc3ccc(NC(=O)Nc4cccc(F)c4)cc3C(=O)N2C)O1	0.8
CN(C)CC#Cc1ccc([C@H]2[C@H](CO)N3CCCCN(C(=O)C4CCCC4)C[C@@H]23)cc1	0.6
CC(C)NC(=O)N(C)C[C@H]1Oc2ccc(NS(=O)(=O)c3ccc(Cl)cc3)cc2CC(=O)N([C@@H](C)CO)C[C@H]1C	-0.1
CCNC(=O)[C@@H]1[C@@H](CO)[C@@H]2Cn3c(ccc(-c4ccccc4)c3=O)[C@@H]2N1Cc1ccccc1	-0.4
CC(C)CC#Cc1ccc2c(c1)O[C@@H](CN(C)C(=O)NC1CCCC1)[C@@H](C)CN([C@H](C)CO)S2(=O)=O	0.0
Cc1ccccc1S(=O)(=O)N1CC(=O)N2[C@H](CO)[C@H](c3ccc(C#Cc4ccccc4)cc3)[C@@H]2C1	-6.4
C[C@H]1CN([C@@H](C)CO)C(=O)c2cc(NC(=O)Nc3ccccc3)ccc2O[C@@H]1CN(C)C(=O)NC1CCCCC1	-0.2
N#C[C@@H]1[C@@H](c2ccccc2C2=CCCC2)[C@H](CO)N1C(=O)NC1CCCC1	0.5
Cc1noc(C)c1NC(=O)N(C)C[C@H]1Oc2ccc(NS(=O)(=O)c3ccc(Cl)cc3)cc2C(=O)N([C@H](C)CO)C[C@H]1C	1.0
COc1ccc2c3c([nH]c2c1)[C@H](CO)N(S(C)(=O)=O)CC31CCN(CC2CCCCC2)CC1	0.3
SMILES	TcdB GH inh
O=C(C[C@@H]1CC[C@@H]2[C@H](COC[C@@H](O)CN2Cc2cccc(F)c2)O1)NCC1CCCCC1	1.1
Cc1ccc(S(=O)(=O)Nc2ccc3c(c2)C(=O)N([C@@H](C)CO)C[C@@H](C)[C@@H](CN(C)S(=O)(=O)c2ccc(F)cc2)OCCCC[C@@H](C)O3)cc1	-0.7
CO[C@@H]1CN(C)C(=O)c2ccc(NC(=O)c3cccc(F)c3)cc2OC[C@@H](C)NC[C@H]1C	-2.0
O=C(C[C@@H]1CC[C@H]2[C@@H](COC[C@@H](O)CN2Cc2cccc(Cl)c2)O1)NCC1CCCCC1	-0.4
CCCN1[C@@H]2c3ccc(C4=CCCCC4)c(=O)n3C[C@H]1[C@H](CO)[C@H]2C(=O)NCCOC	0.6
CCCC#Cc1ccc([C@@H]2[C@@H](CO)N3C(=O)CN(C(=O)Cc4cccnc4)C[C@H]23)cc1	0.2
COCC(=O)N(C)C[C@H]1Oc2ncc(-c3ccccc3C)cc2C(=O)N([C@H](C)CO)C[C@H]1C	-0.5
CC(C)C#Cc1cnc2c(c1)C(=O)N([C@@H](C)CO)C[C@@H](C)[C@@H](CN(C)C(=O)c1cnccn1)O2	-1.5
CC(C)C#Cc1ccc([C@@H]2[C@@H](CO)N3CCCCN(S(=O)(=O)Cc4ccccc4)C[C@@H]23)cc1	0.5
O=C1O[C@@H](c2ccccc2)[C@@H](c2ccccc2)N2[C@@H](c3ccc(OCCO)cc3)[C@]3(C(=O)Nc4ccccc43)[C@@H](C(=O)Nc3nc4ccccc4s3)[C@H]12	0.1
CC(C)NC(=O)N[C@H]1C=C[C@@H](CC(=O)NCc2ccc(Oc3ccccc3)cc2)O[C@H]1CO	1.0
CC(C)NC(=O)Nc1ccc2c(c1)C(=O)N([C@H](C)CO)C[C@@H](C)[C@@H](CN(C)Cc1ccc(C(=O)O)cc1)OCCCC[C@H](C)O2	-0.9
COCC(=O)N(C)C[C@H]1Oc2cc(-c3cncnc3)ccc2S(=O)(=O)N([C@H](C)CO)C[C@H]1C	-1.7
O=C(NC1CCCC1)[C@H]1[C@H](CO)[C@H]2Cn3c(ccc(C4=CCCCC4)c3=O)[C@@H]1N2CC1CC1	0.1
O=C(Nc1cc(F)ccc1F)N1C[C@@H]2[C@H](c3ccccc31)[C@@H](CO)N2C(=O)c1ccccc1	0.9
Cc1ccc(S(=O)(=O)Nc2cccc3c2O[C@@H](CN(C)C(=O)NC2CCCCC2)[C@@H](C)CN([C@H](C)CO)C3=O)cc1	2.1
CC(C)C[C@H](NC(=O)c1ccco1)C(=O)N1CCC[C@H]1C(=O)NCc1ccccc1	1.9
CCNC(=O)C[C@@H]1CC[C@H]2[C@H](COc3ccc(NS(=O)(=O)c4ccccc4C)cc3C(=O)N2C)O1	-0.4
CC(C)(C)c1ccc(N2C(=O)CS(=O)(=O)C2c2ccccc2)cc1 (configuration not stated)	-0.2
CO[C@@H]1CN(C)C(=O)c2ccc(NC(=O)NC(C)C)cc2OC[C@H](C)N(Cc2ccccn2)C[C@H]1C	-1.1
C[C@H](CO)N1C[C@H](C)[C@H](CN(C)CC2CC2)Oc2ccc(NC(=O)Nc3ccc4c(c3)OCO4)cc2CC1=O	0.1
CCCNC(=O)Nc1ccc2c(c1)OC[C@H](C)N(C(=O)C1CCCCC1)C[C@H](C)[C@@H](OC)CN(C)C2=O	-5.2
C[C@@H]1CCCCO[C@H](CN(C)C)[C@H](C)CN([C@@H](C)CO)C(=O)c2cc(NC(=O)Nc3ccc(F)cc3)ccc2O1	-2.5
O=C(C[C@@H]1CC[C@@H]2[C@H](COC[C@H](O)CN2S(=O)(=O)c2cccc(Cl)c2)O1)NCc1ccc2c(c1)OCO2	0.9
Cc1noc(C)c1NC(=O)N(C)C[C@H]1Oc2ccc(NC(=O)CCCCCC(=O)Nc3ccccc3N)cc2C(=O)N([C@@H](C)CO)C[C@@H]1C	0.4
SMILES	TcdB GH inh
COc1cccc(C#Cc2ccc3c(c2)O[C@@H](CN(C)C(=O)CN2CCOCC2)[C@H](C)CN([C@@H](C)CO)S3(=O)=O)c1	0.1
C[C@H](CO)N1C[C@H](C)[C@@H](CN(C)C(=O)Nc2cccc3ccccc23)Oc2c(NC(=O)c3nc4ccccc4s3)cccc2C1=O	0.0
COc1ccc(NC(=O)Nc2cccc3c2O[C@H](CN(C)Cc2ccc(C(=O)Nc4ccccc4N)cc2)[C@@H](C)CN([C@H](C)CO)C3=O)cc1	-0.4
CC(=O)N1C[C@@H](CO)[C@@H](N(C)C(=O)/C=C/c2ccccc2)C[C@H]1c1ccccc1	-0.9
C[C@H](CO)N1C[C@H](C)[C@H](CN(C)Cc2ccc(C(=O)O)cc2)Oc2ccc(NC(=O)Cc3ccccc3)cc2CC1=O	1.1
COCC(=O)Nc1ccc2c(c1)[C@@H]1C[C@H](CC(=O)N[C@@H](C)c3ccccc3)O[C@H](CO)[C@@H]1O2	0.9
CN1C(=O)c2cc(NC(=O)c3ccc(F)c(F)c3)ccc2OC[C@H]2O[C@H](CC(=O)N3CCCCC3)CC[C@@H]21	-0.3
COc1ccc(NC(=O)N(C)C[C@@H]2Oc3ncc(-c4cccnc4)cc3C(=O)N([C@@H](C)CO)C[C@H]2C)cc1	-1.4
COc1ccc(CN2C[C@H](O)COC[C@@H]3O[C@H](CC(=O)NCc4ccncn4)CC[C@H]32)cc1	-0.1&0.3
Cc1noc(C)c1NC(=O)N(C)C[C@@H]1Oc2ccc(NC(=O)Cc3ccccc3)cc2CC(=O)N([C@H](C)CO)C[C@H]1C	0.5
CC(C)[C@H]1COCn2nncc2CC[C@H](C)C(=O)N1	0.2
O=C(CC1CC1)Nc1ccc2c(c1)[C@@H]1C[C@@H](CC(=O)NC3CCCCC3)O[C@@H](CO)[C@@H]1O2	-0.8
C[C@H](CO)N1C[C@H](C)[C@@H](CN(C)CC2CC2)Oc2ccc(NS(=O)(=O)c3ccc(Cl)cc3)cc2CC1=O	1.9
CO[C@H]1CN(C)C(=O)c2ccc(NC(=O)CC(F)(F)F)cc2OC[C@@H](C)N(S(=O)(=O)c2cn(C)cn2)C[C@@H]1C	-1.0
Cc1noc(C)c1NC(=O)Nc1ccc2c(c1)C(=O)N([C@H](C)CO)C[C@H](C)[C@@H](CN(C)Cc1ccc3c(c1)OCO3)O2	0.1
O=C(N[C@@H]1CC[C@@H](CCNS(=O)(=O)Cc2ccccc2)O[C@@H]1CO)c1ccccc1F	-0.8
COCC#Cc1ccc([C@@H]2[C@@H](CO)N3CCCCN(C(=O)CN(C)C)C[C@@H]23)cc1	-1.0
C[C@@H]1CN([C@@H](C)CO)C(=O)c2cc(NS(=O)(=O)c3cn(C)cn3)ccc2O[C@@H](C)CCCCO[C@@H]1CN(C)S(=O)(=O)c1cn(C)cn1	-2.3
C[C@@H]1CN([C@H](C)CO)C(=O)Cc2cc(NS(=O)(=O)c3ccc(F)cc3)ccc2O[C@@H]1CN(C)C(=O)Nc1cccc2ccccc12	0.0
C[C@@H]1CN([C@@H](C)CO)C(=O)Cc2cc(NC(=O)CCCCCC(=O)Nc3ccccc3N)ccc2O[C@@H]1CN(C)S(C)(=O)=O	-0.1
CO[C@@H]1CN(C)C(=O)c2cc(NC(=O)C3CCOCC3)ccc2OC[C@@H](C)N(S(=O)(=O)c2ccc(C)cc2)C[C@H]1C	1.2
C/C=C/c1ccc([C@H]2[C@@H](CO)N(S(C)(=O)=O)[C@@H]2CN(C(C)=O)C(C)C)cc1	1.1
COc1ccc2c3c(n(C)c2c1)[C@@H](CO)N(C(=O)c1ccncc1)CC31CN(C(C)=O)C1	1.3
CCCNC(=O)C[C@@H]1CC[C@@H]2[C@H](COc3ccc(NC(=O)C4CCCC4)cc3C(=O)N2C)O1	0.3
COc1ccc(S(=O)(=O)Nc2ccc3c(c2)C(=O)N([C@@H](C)CO)C[C@H](C)[C@H](CN(C)C(=O)Nc2ccccc2)O3)cc1	0.4
SMILES	TcdB GH inh
COC(=O)[C@]12C[C@H](CC(=O)N3CCCCC3)C(=O)N(Cc3ccccc3)C1=C[C@H](C1CCCC1)O[C@@H]2C	1.2
O=C(CN1CCOCC1)NCC[C@@H]1CC[C@H](NC(=O)Cc2ccccn2)[C@H](CO)O1	0.1
COc1cccc(C#Cc2ccc3c(c2)O[C@@H](CN(C)S(=O)(=O)c2ccccc2F)[C@H](C)CN([C@@H](C)CO)S3(=O)=O)c1	0.0
COc1ccc(NC(=O)Nc2ccc3c(c2)CC(=O)N([C@H](C)CO)C[C@@H](C)[C@@H](CN(C)S(=O)(=O)c2ccc(OC)cc2)O3)cc1	-0.1
C[C@@H]1CCCCO[C@@H](CN(C)C)[C@H](C)CN([C@H](C)CO)C(=O)c2cc(NS(=O)(=O)c3cccs3)ccc2O1	-0.3
COc1ccc2c3c([nH]c2c1)[C@H](CO)N(C(=O)C1CCC1)CC31CCN(Cc2cccc(F)c2)CC1	0.5

11 structures from above, arranged by molecular weight, largest number first:
SMILES	TcdB GH inh
C[C@@H]1CN([C@H](C)CO)C(=O)Cc2cc(NS(=O)(=O)c3ccc(F)cc3)ccc2O[C@@H]1CN(C)C(=O)Nc1cccc2ccccc12	0.0
C[C@@H]1CN([C@@H](C)CO)C(=O)Cc2cc(NC(=O)CCCCCC(=O)Nc3ccccc3N)ccc2O[C@@H]1CN(C)S(C)(=O)=O	-0.1
COc1cccc(C#Cc2ccc3c(c2)O[C@@H](CN(C)S(=O)(=O)c2ccccc2F)[C@H](C)CN([C@@H](C)CO)S3(=O)=O)c1	0.0
COc1ccc(S(=O)(=O)Nc2ccc3c(c2)C(=O)N([C@@H](C)CO)C[C@H](C)[C@H](CN(C)C(=O)Nc2ccccc2)O3)cc1	0.4
CO[C@@H]1CN(C)C(=O)c2cc(NC(=O)C3CCOCC3)ccc2OC[C@@H](C)N(S(=O)(=O)c2ccc(C)cc2)C[C@H]1C	1.2
C[C@@H]1CCCCO[C@@H](CN(C)C)[C@H](C)CN([C@H](C)CO)C(=O)c2cc(NS(=O)(=O)c3cccs3)ccc2O1	-0.3
COC(=O)[C@]12C[C@H](CC(=O)N3CCCCC3)C(=O)N(Cc3ccccc3)C1=C[C@H](C1CCCC1)O[C@@H]2C	1.2
COc1ccc2c3c([nH]c2c1)[C@H](CO)N(C(=O)C1CCC1)CC31CCN(Cc2cccc(F)c2)CC1	0.5
COc1ccc2c3c(n(C)c2c1)[C@@H](CO)N(C(=O)c1ccncc1)CC31CN(C(C)=O)C1	1.3
O=C(CN1CCOCC1)NCC[C@@H]1CC[C@H](NC(=O)Cc2ccccn2)[C@H](CO)O1	0.1
C/C=C/c1ccc([C@H]2[C@@H](CO)N(S(C)(=O)=O)[C@@H]2CN(C(C)=O)C(C)C)cc1	1.1
